hcGAS inh: inhibitors of human cGAS. Q8N884. recombinant h-cGAS, ATP depletion, Kinase-Glo luminescence. inhibition, % at 12.5 µM. 290,000 tested, 0.081% active. AID 1259398;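 also: 0% = vehicle reaction and 100% = reaction without DNA for no activity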
Target sequence (Q8N884 whole entry, looked up): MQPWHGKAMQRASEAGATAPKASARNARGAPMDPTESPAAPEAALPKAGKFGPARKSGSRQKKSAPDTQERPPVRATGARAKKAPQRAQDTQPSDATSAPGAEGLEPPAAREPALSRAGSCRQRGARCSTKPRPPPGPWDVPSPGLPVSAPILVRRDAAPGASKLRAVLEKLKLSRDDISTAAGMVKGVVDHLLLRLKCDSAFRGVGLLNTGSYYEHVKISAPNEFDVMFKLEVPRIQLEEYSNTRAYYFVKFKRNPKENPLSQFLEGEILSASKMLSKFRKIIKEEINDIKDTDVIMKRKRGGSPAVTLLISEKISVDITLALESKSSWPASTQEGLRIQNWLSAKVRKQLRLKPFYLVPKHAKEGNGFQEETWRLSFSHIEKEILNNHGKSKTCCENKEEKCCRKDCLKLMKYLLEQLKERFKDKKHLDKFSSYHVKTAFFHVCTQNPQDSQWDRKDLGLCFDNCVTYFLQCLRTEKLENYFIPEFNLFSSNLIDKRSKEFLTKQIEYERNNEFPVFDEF
NPYLR7 agonist: mosquito NPYLR7 agonism; HEK293T NPYLR7/Galpha15, GCaMP6s calcium fluorescence; activation, % at 10 µM; 270,000 tested, 0.15% active; AID 1259423; in the data active = activation above about 40%;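 also: 0% = vehicle and 100% = reference agonist at the receptor; some compounds past the cut are filed as inactive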
mcGAS inh: mouse cGAS inhibition by luminescence; recombinant cGAS, Kinase-Glo ATP depletion luminescence; inhibition, % at 12.5 µM; 160,000 tested, 0.15% active;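 also: 0% = negative control wells and 100% = reference inhibitor with no enzyme activity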
Active calls of the source: *; / = not tested or not shown; & = joins results of further samples. Rule as the data show it, unless noted: active = inhibition above about 40%; inactive = the rest.

Structure	hcGAS inh	NPYLR7 agonist	mcGAS inh
CCn1ccnc1-c1c(-c2ccccc2)ncn1CCCc1cccnc1	-3	/	-9
COc1ccc(-n2nnc3c(=O)n(CC(=O)N4CCc5ccccc54)cnc32)cc1OC	-5	-4	-8
O=C(CCOc1ccccc1-c1ccccc1)N1CCCN(CC2CCCO2)CC1 (stereo not given)	-9	0	/
CCS(=O)(=O)Oc1ccccc1-c1nc2cc(S(=O)(=O)CC)ccc2o1	-3	23	-4
COc1ccc(N2CCN(C(=O)CNC(=O)c3cc4cc(OC)ccc4n3C)CC2)cc1	-1	-2	-4
Cc1ccc(C(CCNCc2ccccc2)c2ccco2)cc1 (stereo not given)	-2	-1	/
CCN1CCc2c(sc3nc(C)nc(N4CCN(C(=O)c5ccco5)CC4)c23)C1	7	1	1
COCCn1cc(NC(=O)Nc2ccc(C(C)=O)cc2)c2ccccc21	-4	-1	/
COc1ccc(CN(Cc2ccco2)CC(O)COc2ccccc2)cc1OC (stereo not given)	-3	-1	0
COc1cccc(C(CC(=O)NCc2ccccc2)c2c[nH]c3ccccc23)c1OC (stereo not given)	-6	-3	-7

Going on with the list.
Structure	hcGAS inh	NPYLR7 agonist	mcGAS inh
CCn1nnnc1SCCC(=O)Nc1c(C(C)C)cccc1C(C)C	4	-2	/
CSCC(C)(O)CNc1nc(-c2cccnc2)nc(C)c1C (stereo not given)	-2	-18	/
CC(C)(N)c1cn(C2CCN(Cc3cncn3Cc3ccccc3)CC2)nn1	6	-8	/
CC1=Nn2c(nnc2C(C)(C)C)SC1	4	2	0
CC1CC(C)CN(Cc2nc3c(c(=O)n(C)c(=O)n3C)n2Cc2ccc(F)cc2)C1 (stereo not given)	2	9	/
CCOC(=O)N1CCN(/C=C(\C#N)C(=O)NCc2ccc(OC)cc2)CC1	-2	5	/
O=C(NCc1cccc(-c2ncc(-c3ccc(F)cc3)[nH]2)c1)c1ccc([N+](=O)[O-])o1	-4	14	-5
CCOC(=O)c1cc(C2CC2)n(C2CCN(C(=O)c3ccc4c(c3)OCO4)CC2)n1	-6	14	-5
O=C(Nc1nccs1)C(=O)NC(c1ccc(Cl)cc1)C1CCC1 (stereo not given)	-6	12	-11
Oc1ccccc1-c1n[nH]c(/C=C/c2cccs2)n1	-2	11	/

Going on with the list:
Structure	hcGAS inh	NPYLR7 agonist	mcGAS inh
COc1cccc(CNC(=O)C2CCN(C(=O)[C@@H](Cc3ccccc3)NC(=O)Nc3cc(F)cc(C(F)(F)F)c3)CC2)c1	-6	30	-8
CC1Cc2cc(-c3cc(CNC(=O)CSc4ccncc4)no3)ccc2O1 (stereo not given)	6	-3	/
COc1ccc(/C=C2\Oc3c4c(cc(C)c3C2=O)OCN(CC2CCCO2)C4)cc1OC (stereo not given)	1	15	3
CCCC(=O)OCC(O)CN(Cc1ccc(OC)c(OC)c1)C1CC1 (stereo not given)	-4	19	-3
CC12CC(c3ccccc3O1)C(C(=O)Nc1cccc(C(F)(F)F)c1)C(=O)N2CCO (stereo not given)	-5	-5	-9
Fc1ccccc1Nc1nc(-c2ccccc2Cl)nc2ccccc12	-2	12	-4
Cc1cccc(-n2nc3c(c2NC(=O)CC24CC5CC(CC(C5)C2)C4)CSC3)c1	-4	1	-7
CCOC(=O)c1c(C)c(C(=O)NC(C)CC)c(C)n1C (stereo not given)	-3	2	-1
Cc1c(C(=O)N2CCN(S(=O)(=O)c3c(Cl)cccc3Cl)CC2)cnn1C	-2	8	/
COc1ccc(C2c3ccsc3CCN2CC(=O)N2CCN(C(=O)c3cccs3)C(C)C2)cc1 (stereo not given)	-7	16	-5

(cont.)
Structure	hcGAS inh	NPYLR7 agonist	mcGAS inh
CCC(C)NC(=O)CSc1nc2ccccc2[nH]1 (stereo not given)	-5	12	-7
CC(C)NC(=O)C(=O)N1CCN(c2ccnc3c(F)ccc(F)c23)CC1	-6	-6	-16
COC(Cn1ccnc1-c1ccc(NC(C)=O)cc1)c1cccs1 (stereo not given)	-6	3	/
O=C(c1cn(C2CCNCC2)nn1)N1C[C@H]2C[C@H](C1)[C@@H]1CCCC(=O)N1C2	-6	0	-12
Cc1cccc(N2C(=O)/C(=C/c3cc(C)n(-c4cccc([N+](=O)[O-])c4)c3C)C(=O)NC2=S)c1	7	-6	8
Cc1nc2c(c(NCCCc3nc4c(C)c(C)ccc4[nH]3)n1)CCNC2	-4	1	-6
O=c1[nH]nc(-c2cccs2)c2sc(N3CCCC3)nc12	-5	-4	/
Cc1c(C(C)NCc2nc(C(C)C)cs2)cnn1-c1ccccc1 (stereo not given)	-8	16	/
COCCCn1c(C)cn2c3c(=O)n(CC(=O)c4ccccc4)c(=O)n(C)c3nc12	1	-2	/
Cc1c(NC(=O)c2cc3c(ccc4ccccc43)oc2=O)cccc1C(=O)O	0	-7	-4

Next part.
Structure	hcGAS inh	NPYLR7 agonist	mcGAS inh
Nc1[nH]n(-c2c(Cl)cc(Cl)cc2Cl)c(=O)c1N=Nc1cccc(C(F)(F)F)c1	-5	-1	-5
CCSc1nn(CC(=O)Nc2ccc(C)c(C)c2)c(N)c1S(=O)(=O)c1ccc(C)cc1	-5	7	-11
COc1ccccc1N(C)S(=O)(=O)c1ccc(C(=O)O)cc1	-4	2	-3
Nc1nnc(-c2ccccc2)c(-c2ccccc2)n1	-2	-2	/
Cc1cc(C(=O)NCCc2ccccn2)nc2cc(-c3ccccc3)nn12	-4	3	-3
Cc1ccc(CCC(=O)Nc2ccc3c(c2)CN(C(=O)CCn2cnnn2)CC3)cc1	-2	/	-3
COc1cccc(NC(=O)N2CCC(CCC(=O)Nc3ccccc3)CC2)c1	5	-1	-1
NC(=O)C1CCN(C(=O)CCc2csc3nc(-c4ccc(Cl)cc4)cn23)CC1	-9	3	/
Cc1ccc(C)c(OC(C)C(=O)N(C)Cc2n[nH]c3c2CCC3)c1 (stereo not given)	-7	1	/
Cc1cc(S(=O)(=O)N2CCCCC2CCNC(=O)C(=O)NC(C)C)ccc1F (stereo not given)	-3	5	/

Single records, from the list above.
Nc1nnc(-c2ccccc2)c(-c2ccccc2)n1 reads hcGAS inh: -2; NPYLR7 agonist: -2; mcGAS inh: /
Cc1cc(S(=O)(=O)N2CCCCC2CCNC(=O)C(=O)NC(C)C)ccc1F (stereo not given) reads hcGAS inh: -3; NPYLR7 agonist: 5; mcGAS inh: /

The list goes on:
Order of results – hcGAS inh | NPYLR7 agonist | mcGAS inh
O=C(c1cc2nc(-c3cccs3)cc(C(F)(F)F)n2n1)N1CCN(c2ccc(F)cc2)CC1
→ -2 | 2 | -4
O=C(NC1CC1)c1ccc(=O)n(Cc2ccccc2Cl)c1
→ -7 | 6 | /
CCN1C(=O)NC(c2ccc(Cl)cc2Cl)C2=C1CN(CCC(=O)Nc1ccc(Oc3ccccc3)cc1)C2=O (stereo not given)
→ -2 | / | -5
COc1ccc(S(=O)(=O)N2CCc3onc(-c4ccccc4F)c3C2)cc1
→ -1 | 1 | /
CC(=O)c1cc(Br)ccc1N1CCCC1
→ 8 | -2 | /
O=C(CSCc1ccccc1Cl)NCc1noc(-c2ccco2)n1
→ -6 | 7 | /
COc1cccc(-c2cc(C(=O)N3CC4(C)CC3CC(C)(C)C4)n(-c3ccc(Cl)c(Cl)c3)n2)c1 (stereo not given)
→ -8 | / | -8
O=C(NCC1CCN(c2nc(Cc3ccc(F)cc3)ns2)CC1)Nc1cc(C(F)(F)F)cc(C(F)(F)F)c1
→ -1 | -9 | -3
CCCCN(Cc1cccn1Cc1ccc(Br)cc1)C(=O)CN(CCCC)C(=O)C(C)(C)CCl
→ -6 | -1 | -4
CCOC(=O)CNC(=O)N1CCCC(C(=O)c2ccc(OC)cc2C)C1 (stereo not given)
→ -5 | 4 | /
COc1c(C)cc(S(=O)(=O)Nc2ccc3c(c2)CC(=O)N3C)cc1C
→ -3 | 12 | /
O=C(NC(C(=O)N1CCCC1)C1CCN(C(=O)c2ccc(F)cc2)CC1)C1CC1 (stereo not given)
→ 3 | -5 | -1
Cc1cc(S(=O)(=O)N2CCN(c3ccccc3C)CC2)ccc1F
→ -7 | 5 | /
CN1CCN(c2ccnc3ccccc23)CC1C(=O)O (stereo not given)
→ -2 | 0 | /
O=C(c1cccc(C(F)(F)F)c1)N1CCc2nc(Cc3cccc(F)c3)nc(N3CCOCC3)c2C1
→ -6 | -2 | -6

Pulled by compound from the entries so far, 3 records:
Order of results – hcGAS inh | NPYLR7 agonist | mcGAS inh
CC(C)NC(=O)C(=O)N1CCN(c2ccnc3c(F)ccc(F)c23)CC1
→ -6 | -6 | -16
Cc1c(C(C)NCc2nc(C(C)C)cs2)cnn1-c1ccccc1 (stereo not given)
→ -8 | 16 | /
O=C(NC1CC1)c1ccc(=O)n(Cc2ccccc2Cl)c1
→ -7 | 6 | /

Next section
Order of results – hcGAS inh | NPYLR7 agonist | mcGAS inh
O=C(O)c1cc2c(nc1N1CC(c3cccnc3)C1)CCC2
→ -6 | 19 | -16
O=C(NCc1ccco1)c1ccc(CSc2nnc(Cc3ccccc3)n2-c2ccccc2F)cc1
→ -13 | 7 | -6
Cc1cc(C)c2[nH]c(O)c(N=NC(=O)COc3cccc(Br)c3)c2c1
→ -8 | 4 | -5
Cc1c(Br)c([N+](=O)[O-])nn1CC(=O)NC1CCc2ccccc21 (stereo not given)
→ -8 | -3 | -6
COc1ccc(CN2CCNC(=O)C2CC(=O)N(C)CCN2CCCCC2)c(OC)c1 (stereo not given)
→ -6 | 7 | /
COc1cccc(C2CC(c3cc(C)ccc3C)=NN2C(=O)CN2CCC3(CC2)OCCO3)c1 (stereo not given)
→ -7 | 17 | -5
CC(C)Cc1cc(-c2n[nH]c(CCc3ccccc3)n2)nc(N)n1
→ -2 | -5 | -2
COc1cc(Br)c(C=Cc2ccc3ccccc3n2)cc1O
→ -16 | 0 | -10
COc1cccc(-c2cc(C(=O)N3CCN(C(=O)C(C)(C)C)CC3)c(C)n2-c2ccccc2F)c1
→ -4 | -2 | -4
O=C1C2C3C=CC(C3)C2C(=O)N1CCN1CCN(S(=O)(=O)c2cccs2)CC1 (stereo not given)
→ -6 | 0 | /
C=C(C)CCC(C)N1CCC(CCOC)(C(=O)OCC)CC1 (stereo not given)
→ 0&-10 | -1&22 | /
CCCc1nnc2sc(C3CCN(C4CCOCC4)CC3)nn12
→ -5 | 3 | /
O=C(c1ccc(Br)o1)N1CCN(c2nc3ccc(OC(F)(F)F)cc3s2)CC1
→ -1 | 3 | /
O=S(=O)(c1ccc(NCCc2ccccc2)cc1)C(F)(F)F
→ 4 | 5 | /
CC(C(=O)NC1CCCC1)S(=O)(=O)Cc1ccc(Cl)cc1 (stereo not given)
→ -18 | 9 | /

(further entries)
Order of results – hcGAS inh | NPYLR7 agonist | mcGAS inh
N#Cc1ccnc(N2CCN(C(=O)NCc3cccc4cccnc34)CC2)c1
→ -7 | 1 | -16
CCCCCCCC(=O)N1CCC[C@@H]1C(=O)NC1CCCC[C@H]1N(Cc1cccc(C)c1)C(=O)c1ccc(OC)cc1 (stereo not given in full)
→ -10 | 18 | -9
O=C(NCCn1nc(-c2ccccc2)ccc1=O)C1CCCCC1
→ -4 | 2 | -9
CCc1noc(C)c1C(=O)N1CCC(N2CCSCC2)CC1
→ -9 | / | -5
c1ccc(C(Cc2nc(C3CC3)n[nH]2)c2ccco2)cc1 (stereo not given)
→ -8 | 7 | -12
CN(C)c1ccc(CN2CCC(C(=O)NC(c3ccc(F)cc3)c3ccc4ccccc4n3)CC2)cc1 (stereo not given)
→ -3 | 3 | -2
C#Cc1ccc(NC(=O)C2(C)CCN2C(=O)CC(c2ccccc2)c2ccccc2)cc1 (stereo not given)
→ -10 | 14 | -5
CCCc1nc(N2CCN(C(=O)c3ccco3)CC2)c2c(-c3cccc(C(F)(F)F)c3)noc2n1
→ -2 | -2 | -2
CCCCc1ccc(NC(=O)Cn2cc(OC)c(=O)cc2CSc2nc(C)cc(C)n2)cc1
→ -9 | -5 | -8
CCCC1COCCN1C(=O)c1cccc(CC2CCNCC2)c1 (stereo not given)
→ -6 | 4 | -13
COc1ccc(-c2nc3ccccn3c2NC(=O)CC(C)(C)C)cc1OC
→ -8 | 9 | -12
Cc1ccc(Cl)cc1-n1ccc2nc(N3CCCCC3)ncc2c1=O
→ -13 | -4 | /
Cc1ccc(C(=O)N(CCCN2CCOCC2)c2nc3ccc(F)cc3s2)cc1
→ 1 | -3 | -6
CC(C)NC(=O)Cn1nc(C2CC2)c2cnn(-c3cccc(Cl)c3)c2c1=O
→ -3 | 9 | /
CCOC(=O)c1ccc(N2CCC3(CC2)C(=O)Nc2ccccc23)nc1
→ -4 | -4 | /

The results go on.
Order of results – hcGAS inh | NPYLR7 agonist | mcGAS inh
CC(c1nccs1)N(C)C(=O)c1ccc(CSc2ncn[nH]2)o1 (stereo not given)
→ -2 | 20 | /
COc1ccccc1NC(=O)N1CCC(CN2C(=O)CSC2c2ccc(F)cc2)CC1 (stereo not given)
→ -11 | 19 | -5
COc1cccc(C(CC(=O)N2CCN(C/C=C/c3ccccc3)CC2)c2c[nH]c3ccccc23)c1OC (stereo not given)
→ -10 | 19 | -5
Cc1cccc(CN2C(=O)c3cnc(-c4cccs4)nc3C[C@@H]2CC(C)C)c1
→ -7 | 26 | /
O=S(=O)(Nc1ccc(OC2CCCC2)cc1)c1cccs1
→ -6 | -1 | -2
CCOC(=O)C1CCN(C(=O)c2cc(-c3ccc(F)cc3)nc3cc(C(C)(C)C)nn23)CC1
→ -4&-4 | -4&6 | -7&-4
Oc1ccccc1C1=NCCN=C(C(F)(F)F)C1
→ -2 | 3 | -2
Cc1nc(CN2C[C@H](NS(=O)(=O)N(C)C)[C@@H](C3CC3)C2)cc(=O)[nH]1
→ -3 | / | -5
Cc1ccc2nc(CCc3ccccc3)c(NC3CCCCC3)n2c1
→ 2 | 2 | 1
CC(C)N(CC(N)=O)C(=O)Cc1coc2cc3c(cc12)CCC3
→ -1 | 2 | -1
CCC(CC)C(=O)NCc1ccc2c(c1)cc(C)n2C
→ -7 | 0 | -8
